G6PDH counter = L. mesenteroides G6PDH inhibitors, counter-screen for G6PDH-coupled screening assays, biochemical, Leuconostoc mesenteroides enzyme. Purified L. mesenteroides G6PDH, diaphorase/resazurin coupled fluorescence, 45 min. inhibition, % at 5 µM. 0.12% of 200,000 active; in the data active = inhibition above about 50%
APP 5UTR inh = inhibitors of APP translation via 5'UTR reporter, primary screen, APP 5'UTR luciferase, SH-SY5Y cells; SH-SY5Y APP 5'UTR-luciferase reporter, luminescence; inhibition, % at 2 µM; 0.82% of 190,000 active;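 active = inhibition above a set limit, derived from the sample mean plus 3 SD, cut at about 45% in these data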; also: values of inactives mirror those of a sister screen read the other way
STAT1 activator = STAT1 signaling activators, primary screen, cell-based, HTS, luciferase reporter; NIH 3T3 STAT1-luciferase reporter, IFN-gamma, luminescence; 100% = IFN-gamma alone, no compound; activation (% of control), % at 5.5 µM; 2.6% of 200,000 active; AID 932, 2007;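 active = activation above the screen-wide mean activation plus 3 SD, cut at about 130% in these data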;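 also: raw ratio to IFN-gamma control signal so 100% means no change and 0% no light; values of inactives mirror those of a sister screen read the other way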
FLuc stim CS = FLuc activators, initial screening, artefact control for FLuc-dependent activation tests, biochemical, ATPlite luminescence; ATPlite luciferase biochemical, 10 min; 0 = ATP-free wells, 1 = DMSO control; activation factor at 10 µM; 200,000 tested, under 10 active; AID 1027, 2008;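 active = luciferase activation factor, scaled between plate controls, of at least 2 with compound at 10 µM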
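Assay system: Luciferase/luciferin detection reagent, cell-free biochemical luciferase assay / Read-out: luciferase activation / Benchmarks: No-ATP low control, compound-free enzyme-plus-ATP high control / Medium: PBS buffer for ATP / Detection: luminescence measurement of luciferase light output / Schedule: 10 min at ambient temperature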
FLuc inhib CS = firefly luciferase enzyme inhibitors, primary screen, artefact control for luciferase-based inhibitor screens, biochemical, luminescence, ATPLite | Luciferin 4-monooxygenase (Photinus pyralis), P08659 | 10 min | inhibition, % at 10 µM | 1.5% of 200,000 active | AID 1006, 2008;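 active = inhibition above about 50% when tested at 10 µM, limit read from the data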
NF-kB expr up = activators of NF-kB expression in neurons, primary screen, cell-based, HTS | human neuronal cells, NF-kB reporter expression; stronger effect = higher value | fold change at 12.5 µM | 1.6% of 190,000 active; in the data active = fold change above about 3.3
TLR4-MyD88 BLA = inhibitors of TLR4-MyD88 association in cells, primary screen, cell-based, HeLa CL3-4, BLA complementation, FRET ratio | Toll-like receptor 4 (Homo sapiens) + Myeloid differentiation primary response protein … | HeLa CL3-4 TLR4/MyD88 BLA complementation | inhibition, % at 8.4 µM | 0.18% of 200,000 active | AID 861, 2007; in the data active = inhibition above about 25%;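 also: 0% = vehicle and 100% = reference inhibitor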
Target sequence (O00206 whole entry, looked up): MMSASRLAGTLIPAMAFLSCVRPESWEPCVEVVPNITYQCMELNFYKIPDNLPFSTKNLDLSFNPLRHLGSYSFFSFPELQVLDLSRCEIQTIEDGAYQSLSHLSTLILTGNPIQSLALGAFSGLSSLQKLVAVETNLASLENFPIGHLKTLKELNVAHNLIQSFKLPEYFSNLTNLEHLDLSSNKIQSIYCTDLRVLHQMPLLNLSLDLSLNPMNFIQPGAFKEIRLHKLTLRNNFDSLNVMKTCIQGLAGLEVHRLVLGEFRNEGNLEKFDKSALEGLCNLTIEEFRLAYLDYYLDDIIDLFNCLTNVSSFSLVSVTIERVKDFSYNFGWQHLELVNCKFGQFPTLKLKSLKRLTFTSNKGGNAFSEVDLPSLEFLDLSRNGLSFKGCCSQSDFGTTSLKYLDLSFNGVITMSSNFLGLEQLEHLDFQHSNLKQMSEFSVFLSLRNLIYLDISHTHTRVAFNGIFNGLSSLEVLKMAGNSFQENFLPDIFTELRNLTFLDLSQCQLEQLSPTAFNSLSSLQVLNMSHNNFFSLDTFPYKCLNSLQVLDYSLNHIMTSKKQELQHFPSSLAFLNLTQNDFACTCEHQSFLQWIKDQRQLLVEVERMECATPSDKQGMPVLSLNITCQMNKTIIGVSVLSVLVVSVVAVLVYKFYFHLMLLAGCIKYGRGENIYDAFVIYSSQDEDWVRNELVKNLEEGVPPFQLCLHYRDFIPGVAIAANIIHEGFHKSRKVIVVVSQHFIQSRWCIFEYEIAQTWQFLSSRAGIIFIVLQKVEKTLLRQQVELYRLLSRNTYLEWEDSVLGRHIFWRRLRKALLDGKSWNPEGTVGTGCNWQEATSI
Target sequence (Q99836 whole entry, looked up): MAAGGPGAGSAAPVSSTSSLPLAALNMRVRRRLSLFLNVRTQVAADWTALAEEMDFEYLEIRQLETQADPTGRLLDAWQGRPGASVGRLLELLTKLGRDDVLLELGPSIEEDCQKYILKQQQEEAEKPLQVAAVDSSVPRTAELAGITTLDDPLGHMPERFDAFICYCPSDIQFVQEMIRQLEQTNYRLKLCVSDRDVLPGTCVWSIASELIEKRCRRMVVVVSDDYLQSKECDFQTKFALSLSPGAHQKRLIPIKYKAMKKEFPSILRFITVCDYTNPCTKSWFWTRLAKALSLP
APP 5'UTR act = activators of APP 5'UTR luciferase reporter, primary screen, SH-SY5Y cells | SH-SY5Y APP 5'UTR luciferase reporter, luminescence; zero percent = DMSO vehicle wells | activation, % at 2 µM | 1% of 190,000 active | AID 1276, 2008;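 active = activation above a set limit, based on mean plus 3 SD of controls, cut at about 140% in these data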; also: values of inactives mirror those of a sister screen read the other way
Diaph act CS = compounds boosting diaphorase resazurin reduction – biochemical, uHTS, resorufin fluorescence, counter-screen for diaphorase-coupled primary assays, primary screen; Diaphorase/resazurin coupled assay, 16 min; stronger effect = higher value; 1 = vehicle wells, 0 = NADH-free wells; activation factor at 20 µM; 0.005% of 190,000 active; AID 1229, 2008;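 active = diaphorase activity raised at least twofold by the compound at 20 µM; inactive = activation factor below 2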
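Material: purified diaphorase enzyme from Clostridium kluyveri; Also added: 0.114 mM NADH and 0.1 mM resazurin, final amounts; Doses: single compound dose of 20 µM, 1% DMSO final; Times: 16 min enzyme reaction, ambient temperature; Detection: resorufin fluorescence, excitation 544 nm, emission 590 nm; Measure: increased resorufin signal from activators or reducing compounds.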
Diaph inh CS = diaphorase inhibitors and chemical oxidizers, primary screen, counter-screen for diaphorase-coupled primary assays, biochemical, uHTS, resorufin fluorescence; 0.69% of 190,000 active; diaphorase resazurin-to-resorufin fluorescence, NADH, 16 min; bacterial (C. kluyveri) enzyme, not human; inhibition, % at 20 µM;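 active = primary screen inhibition at 20 µM above a set limit, cut at about 50% in these data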;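 also: plate controls were DMSO with full reaction for no effect and wells lacking NADH for full effect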
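Test system: diaphorase enzyme from Clostridium kluyveri; amount: diaphorase at 0.14 U/mL in enzyme working solution; detection: fluorescence of resorufin formed from resazurin, Ex 544/Em 590 nm; times: reaction incubation of 16 min at room temperature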
An asterisk follows results filed as active; / = not tested or not shown. Outcome played no part in choosing rows; overall some 5.6% were active at least once.

smiles	G6PDH counter	APP 5UTR inh	STAT1 activator	FLuc stim CS	FLuc inhib CS	NF-kB expr up	TLR4-MyD88 BLA	APP 5'UTR act	Diaph act CS	Diaph inh CS
O=C(CCC(=O)OCc1ccc(C(=O)Oc2ccccc2)cc1)Nc1cccc2ccccc12	3	-11	112	1	-3	1.2	-13	11	0.9	11
CCCN(CCC)CCNC(=O)C1CC(=O)N(c2ccc(OC)cc2)C1c1ccc(OC)cc1 (stereo unspecified)	14	-2	101	1	-2	0.75	-8	2	1	4
COc1cccc(NC(=O)C2CCCCC2)c1	0	-12	104	0.9	10	1.2	1	12	0.9	7
CNC(=S)NCCc1ccc(OC)c(OC)c1	0	6	98	1.1	-5	1.2	11	-6	0.9	12
Cc1cccc(C(=O)Nc2cccc(OC(=O)c3cccc(C)c3)c2)c1	8	-51	106	1	-1	2.5	12	51	0.9	7
O=C(C1=C[C@H](C2CCCCC2)C[C@H](OCc2ccc(CO)cc2)O1)N1CCOCC1	16	0	102	1.1	-5	1.2	8	0	0.9	13
CCOC(=O)C1=C(COc2ccc(F)cc2Cl)NC(=O)NC1c1cc(C)ccc1C (stereo unspecified)	0	-12	104	1.1	-7	1.5	1	12	0.9	12
c1ccc(-c2nnc(N3CCN(c4ccccn4)CC3)c3ccccc23)cc1	-9	1	99	1	0	0.52	-2	-1	0.7	30
C=CCOC(=O)C1=C[C@H](C2CC2)[C@@H](CCCO)[C@H](OCC)O1	9	-1	95	1.1	-11	1.1	0	1	0.8	16
CNC(=O)COC(=O)/C=C/c1cccc(F)c1	3	-12	99	1	-2	1.1	-6	12	1	-4
Cc1cc(NC(=O)c2ccc3c(c2)OCO3)ccc1NC(=O)c1ccco1	0	-30	104	0.6	38	1.1	-7	29	0.9	12
COc1ccccc1C(=O)C1CCCN(C(=O)c2cc(CC(C)C)nc(C)n2)C1 (stereo unspecified)	1	9	99	1	-3	1	-17	-9	0.9	6
CCC1S/C(=N\S(=O)(=O)c2cccs2)N(C2CCCCC2)C1=O (stereo unspecified)	3	6	105	1	-4	1.2	-17	-6	0.9	15
Cc1cccc(N(C(=O)Cn2nnc3ccccc32)C(C(=O)NCc2ccco2)c2ccncc2)c1 (stereo unspecified)	4	-6	109	1.1	-6	1.6	9	6	0.9	9
COC(=O)c1ccc(NC(=O)CN(c2ccc(C)cc2)S(=O)(=O)c2c(C)n[nH]c2C)cc1	4	-4	102	1	-4	1.1	12	4	0.9	11
COCCn1c(CN2CC(C)CC(C)C2)nc2c1c(=O)n(C)c(=O)n2C (stereo unspecified)	8	/	102	1	3	1.1	-9	/	0.8	15
O=C1c2ccccc2C(O)N1CCN1CCOCC1 (stereo unspecified)	7	7	97	1.1	-7	0.98	7	-7	1	-3
C[C@@H](C(=O)N1CCNCC1)n1cc(CCCN=C(N)N)nn1	1	-4	102	1	-4	1	1	4	0.8	16
Cc1ccc(S(=O)(=O)Nc2ccc(Cl)cc2C(=O)c2ccc(F)cc2)cc1	-5	7	98	1.1	-6	0.91	-9	-7	0.9	13
COc1ccc(N(C(=O)CSCC(=O)Nc2cc(C)on2)C(C(=O)NC2CCCCC2)c2ccc(O)c(O)c2)cc1 (stereo unspecified)	-1	1	104	1.1	-7	1	-2	-1	0.7	32
COc1ccc(CCNC(=O)C(=O)Nc2ccc3c(c2)OCCO3)cc1OC	4	-18	102	1	-2	1.2	-14	18	0.9	7
CC(C)CC(C(=O)NC(C)(C)C)N(CC1CCCO1)C(=O)c1snc(C(N)=O)c1N (stereo unspecified)	6	-6	104	1	-3	0.24	1	6	/	/
CCCc1cc(-n2ccnc2)n2c(nc3ccccc32)c1C#N	-14	7	103	1	-4	1.6	1	-7	0.7	26
CCN1CCN(c2nc3c(c(=O)n(C)c(=O)n3C)n2CCSc2ncccn2)CC1	-6	-8	96	1	-3	1.1	10	8	1	2
C=CCn1c(COc2ccccc2F)nnc1SCC(=O)N1CC(=O)Nc2ccccc21	-6	-12	101	1.1	-5	1.1	-6	12	0.9	5
Cc1sc2ncnc(OCC(=O)NC(C)C(C)C)c2c1C (stereo unspecified)	-3	-6	102	1.1	-5	1	-10	6	0.8	15
COc1ccc(/C(O)=C2\C(=O)C(=O)N(CCN(C)C)C2c2cccc(OC)c2OC)cc1Cl (stereo unspecified)	4	6	93	1	0	1.6	-8	-6	0.9	15
Cn1c2ccc(F)cc2c2ncn(Cc3ccco3)c(=O)c21	8	-4	105	1	2	0.89	-9	4	0.8	24
O=C1C2CCCN2C(c2cccs2)N1c1ccc(F)cc1 (stereo unspecified)	1	-5	97	1	-2	/	-19	5	1	4
N=C(N)SCc1ccccn1	8	-2	90	1	0	1.2	2	1	1	-4
COc1cc(/C=C(\C#N)c2nc3ccc(C)cc3[nH]2)cc([N+](=O)[O-])c1O	17	-36	116	0.8	24	2	-4	36	0	98*
O=C(Nc1ccc(N2CCCCC2)cc1)c1cccnc1	1	-26	116	0.6	36	2.1	-3	26	0.9	12
C=CCn1c(SCc2ccc(F)cc2)nc2c1c(=O)[nH]c(=O)n2C	5	5	95	1.1	-6	1.4	-11	-5	0.9	14
Cc1cc(-c2sccc2C)nc(-n2cccc2)n1	-1	1	99	1.1	-7	1	6	-1	0.8	19
C(=N\N1CCN(Cc2ccccc2)CC1)/c1ccc(-c2ccccc2)cc1	1	-4	104	1.1	-8	0.94	2	4	1	-5
COc1ccc(S(=O)(=O)Nc2cc(C(=O)NCCCN3CCOCC3)ccc2N2CCOCC2)cc1	4	9	99	1.1	-6	1.1	-6	-9	0.9	13
Cc1ccc(S(=O)(=O)/N=C2\CN(C)C(=O)N2C)cc1	2	34	100	1.1	-6	1.3	5	-34	0.9	11
Cc1cc(C)c(C#N)c(SCSCc2ccccc2)n1	3	4	104	1	0	1	1	-4	0.9	5
CCOc1cc(NC(=S)NCCCN2CCOCC2)c(OCC)cc1NC(=O)c1cccc(F)c1	16	8	94	1	-3	0.96	9	-8	0.9	12
O=C(CN(CC1CCCO1)C(=O)c1nsc(Cl)c1Cl)NC1CCCC1 (stereo unspecified)	6	9	99	1.1	-11	1.4	-1	-9	1	1
CNC(=O)CCCc1nc(-c2ccccc2Cl)no1	7	-7	104	1.1	-8	1.1	8	7	1	0
O=C(NCc1cccnc1)c1ccc(COc2ccc(Cl)cc2)cc1	5	-21	81	1	-5	0.9	-15	21	0.8	16
S=c1[nH]nc(-c2ccc(Br)cc2)n1Cc1ccccc1	0	18	106	1.1	-7	1	-1	-18	0.7	26
CN(CCO)S(=O)(=O)c1ccc2c(c1)C(=NO)c1cc(S(=O)(=O)N(C)CCO)ccc1-2	5	-6	98	1.1	-7	0.88	-2	6	0.9	13
Cc1ccc(-n2ncc3c(NCc4ccco4)ncnc32)cc1C	1	-129	154*	0.9	10	4.7*	-3	129	0.9	14
COc1ccc(CCC(=O)Nc2ccc(N3CCOCC3)cc2)cc1	-3	8	106	1	-2	3.2	-2	-8	0.8	22
CCNC(=O)Cc1ccc(NS(=O)(=O)c2ccc(F)cc2)cc1	6	-6	96	1	0	1.1	-14	6	0.9	11
CC(C)C(NC(=O)c1ccccc1F)C(=O)Nc1ccc2c(c1)OCO2 (stereo unspecified)	11	2	98	1.1	-6	1.1	-5	-2	0.8	20
CCOc1ccc(C(=O)NCCCn2ccnc2)cc1	0	-8	103	1.1	-7	1.2	8	8	0.9	5
CCOC(=O)N1CCN(S(=O)(=O)c2ccc(C)c([N+](=O)[O-])c2)CC1	9	11	102	1	-1	0.91	-6	-11	0.8	21

Later entries:
smiles	G6PDH counter	APP 5UTR inh	STAT1 activator	FLuc stim CS	FLuc inhib CS	NF-kB expr up	TLR4-MyD88 BLA	APP 5'UTR act	Diaph act CS	Diaph inh CS
CC(C)[C@H](NC(=O)Cc1ccccc1)C(=O)OCc1cc(=O)n2c(n1)sc1ccccc12	-2	10	94	1.1	-7	0.85	2	-10	1	4
CCc1nc2ccccc2n1CC1CC1(Cl)Cl (stereo unspecified)	10	-9	100	1	4	1.2	-19	9	1	3
Cn1c(=O)c2c(nc(SCCN3CCCCC3)n2Cc2ccccc2)n(C)c1=O	4	3	115	1.1	-9	1	15	-3	0.9	14
COc1ccc(C(C)=O)cc1CSc1nnc(Nc2ccccc2C)s1	18	-13	90	1.1	-10	0.99	-8	13	0.8	17
CC(C)CNC(=O)COC(=O)c1n[nH]c2ccccc12	7	-6	101	1	2	1.1	-13	6	1	3
CCOc1cc(/C=N/NC(N)=S)cc(Br)c1OCc1ccccc1C	12	-19	105	1	2	1.1	-4	19	0.8	21
C1CN(CC2CCN(c3nc4nonc4nc3N3CCSCC3)CC2)CCO1	21	2	105	1.2	-18	0.91	-3	-2	0.8	20
CC(Nc1ccc2c(c1)OCCO2)C(=O)Nc1ccc2c(c1)OCO2 (stereo unspecified)	-7	-19	96	1	-1	0.83	-1	19	0.9	8
COc1ccc(OC)c(NC(=O)C2CC(=O)N(c3ccc(Br)cc3)C2)c1 (stereo unspecified)	-25	-14	93	1.1	-9	1.1	-3	14	0.8	15
O=S(=O)(c1ccc(OCC(O)CN2CCc3ccccc3C2)cc1)N1CCOCC1 (stereo unspecified)	-18	4	103	1.1	-6	0.76	0	-4	0.8	24
O=c1c(/C=C(\O)c2ccc(F)cc2)nc2ccccc2n1-c1ccccc1	4	7	108	1	4	1.4	21	-7	0.8	17
COc1ccc(-c2csc(/C=C/c3ccc4c(c3)OCO4)n2)cc1OC	-34	-6	101	0.9	10	0.91	-5	6	1	1
